LYPLA1 inh: LYPLA1 inhibitors, primary screen, counter-screen for PME1 inhibitor project, biochemical, fluorescence polarization, FP-Rh probe ABPP; recombinant LYPLA1; inhibition, % at 5.9 µM; hit rate 0.16% among 320,000; AID 2174, 2009;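 active = inhibition above the mean of all tested compounds plus 3 SD, set per campaign, cut at about 14% in these data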;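 note: inhibitors block serine hydrolase probe labeling of LYPLA1 so polarization falls; 0% = enzyme with DMSO and 100% = wells lacking LYPLA1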
pPAFAH inh: pPAFAH enzyme inhibitors, primary screen, biochemical, fluorescence polarization, human; Platelet-activating factor acetylhydrolase (Homo sapiens), Q13093; recombinant pPAFAH, FP-rhodamine probe fluorescence polarization; inhibition, % at 3.39 µM; hit rate 1.5% among 330,000; AID 463082, 2010;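 active = inhibition above the mean inhibition across the screen plus 3 SD, cut at about 25% in these data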;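 note: inhibitors block binding of the rhodamine activity-based probe so polarization drops; 0% = enzyme with DMSO and 100% = wells lacking pPAFAH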
Target sequence (Q13093 whole entry, looked up): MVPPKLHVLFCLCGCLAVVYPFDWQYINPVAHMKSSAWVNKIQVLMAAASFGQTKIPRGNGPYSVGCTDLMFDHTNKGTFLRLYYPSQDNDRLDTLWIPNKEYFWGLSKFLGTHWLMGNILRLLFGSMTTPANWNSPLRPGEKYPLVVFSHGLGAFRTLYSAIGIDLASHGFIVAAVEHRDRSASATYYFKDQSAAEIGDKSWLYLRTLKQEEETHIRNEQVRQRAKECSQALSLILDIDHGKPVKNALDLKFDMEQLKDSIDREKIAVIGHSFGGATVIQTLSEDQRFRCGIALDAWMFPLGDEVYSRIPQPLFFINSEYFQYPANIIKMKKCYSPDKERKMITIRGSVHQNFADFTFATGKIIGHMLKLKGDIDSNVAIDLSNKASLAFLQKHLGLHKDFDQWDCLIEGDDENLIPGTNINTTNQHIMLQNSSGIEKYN
PAFAH1B2 inh: PAFAH1B2 enzyme inhibitors, primary screen, biochemical, fluorescence polarization, human. recombinant PAFAH1B2, FP-rhodamine activity probe. inhibition, % at 3.39 µM. hit rate 1.2% among 340,000;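 active = inhibition above the mean of all tested compounds plus 3 SD, cut at about 24% in these data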;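 note: 0% = enzyme with DMSO and 100% = wells lacking PAFAH1B2; many of its hits are not listed in these tables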
GSTO1 counter: inhibitors of recombinant GSTO1, primary screen, counter-screen for RBBP9 inhibitor project, biochemical, fluorescence polarization. Glutathione S-transferase omega-1 (Homo sapiens), P78417. hit rate 1.1% among 300,000. inhibition, % at 5.96 µM. activity-based probe fluorescence polarization;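 active = inhibition above the campaign mean inhibition plus 3 SD, cut at about 35% in these data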;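 note: 0% = GSTO1-1 with DMSO and 100% = wells lacking GSTO1-1 enzyme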
Target sequence (P78417 whole entry, looked up): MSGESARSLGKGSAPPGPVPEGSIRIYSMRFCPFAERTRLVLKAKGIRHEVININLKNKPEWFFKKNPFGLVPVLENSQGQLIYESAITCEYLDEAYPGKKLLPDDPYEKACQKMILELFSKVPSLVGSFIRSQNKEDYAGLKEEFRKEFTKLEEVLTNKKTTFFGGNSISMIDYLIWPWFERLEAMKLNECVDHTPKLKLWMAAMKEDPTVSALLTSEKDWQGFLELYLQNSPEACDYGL
PME-1 inh: PME-1 inhibitors via competitive probe labeling, primary screen, biochemical, fluorescence polarization, FP-Rh probe, HTS. hit rate 0.53% among 320,000. inhibition, % at 5.9 µM. Protein phosphatase methylesterase 1 (Homo sapiens), Q9Y570. recombinant PME-1;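 active = inhibition above the campaign mean of all compounds plus 3 SD, cut at about 26% in these data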;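 note: competitive labeling of PME-1 active site by serine hydrolase directed probe; 0% = PME-1 with DMSO and 100% = wells lacking PME-1 enzyme; inhibitors block probe labeling so polarization falls and inhibition rises; many of its hits are not listed in these tables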
PREPL inhibitor: PREPL enzyme inhibitors, primary screen, biochemical, fluorescence polarization | Prolyl endopeptidase-like (Homo sapiens), Q4J6C6 | recombinant PREPL, fluorescence polarization activity-based probe | inhibition, % at 5.96 µM | hit rate 0.68% among 320,000 | AID 2751, 2010; in the data active = inhibition above about 43%;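 note: 0% = enzyme with DMSO and 100% = wells lacking enzyme; many of its hits are not listed in these tables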
LYPLA2 inh: LYPLA2 inhibitors, primary screen, counter-screen for PME1 inhibitor project, biochemical, fluorescence polarization, FP-Rh probe ABPP. Acyl-protein thioesterase 2 (Homo sapiens), O95372. recombinant LYPLA2. inhibition, % at 5.9 µM. hit rate 0.38% among 320,000;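 active = inhibition above the screen-wide mean plus 3 SD, limit set per campaign, cut at about 26% in these data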;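 note: 0% = LYPLA2 with DMSO and 100% = wells lacking LYPLA2 enzyme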
Target sequence (O95372 whole entry, looked up): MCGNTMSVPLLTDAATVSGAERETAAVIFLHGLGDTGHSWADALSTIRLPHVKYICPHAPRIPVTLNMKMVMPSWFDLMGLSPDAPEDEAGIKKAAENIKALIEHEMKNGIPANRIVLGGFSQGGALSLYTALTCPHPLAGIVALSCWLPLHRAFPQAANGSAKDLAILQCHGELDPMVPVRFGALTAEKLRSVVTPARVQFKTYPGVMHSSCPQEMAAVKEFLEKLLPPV
PAD4 FP inh: human PAD4 inhibitors, primary screen, biochemical, fluorescence polarization, 1536-well format; Protein-arginine deiminase type-4 (Homo sapiens), Q9UM07; recombinant PAD4, RCA probe fluorescence polarization; inhibition, % at 6.36 µM; hit rate 0.41% among 330,000; AID 485272, 2010;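 active = percent inhibition above a cutoff equal to the mean of all tested compounds plus 3 SD, cut at about 15% in these data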;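 note: 0% = PAD4 with RCA probe and DMSO and 100% = probe without PAD4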
PAFAH1B3 inh: PAFAH1B3 enzyme inhibitors, primary screen, biochemical, fluorescence polarization, human | recombinant PAFAH1B3, FP-rhodamine probe | Platelet-activating factor acetylhydrolase IB subunit alpha1 (Homo sapiens), Q15102 | hit rate 0.28% among 340,000 | inhibition, % at 3.39 µM;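 active = inhibition above the screen-wide average of all tested compounds plus 3 SD, cut at about 25% in these data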;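 note: 0% = enzyme with DMSO only and 100% = wells lacking PAFAH1B3 protein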
* hit, by the source's call; nt = no result given.

SMILES	LYPLA1 inh	pPAFAH inh	PAFAH1B2 inh	GSTO1 counter	PME-1 inh	PREPL inhibitor	LYPLA2 inh	PAD4 FP inh	PAFAH1B3 inh
O=C(Nc1c(C(=O)Nc2ccc3c(c2)OCCO3)cnn1-c1ccccc1Cl)c1ccco1	-1	0	4	0	-5	14	-1	3	7
CCC(CO)Oc1cc(NC(=O)c2ccc(Cl)cc2)c2ncn(C(C)C)c2c1 (configuration not stated)	nt	4	0	nt	nt	13	nt	-3	4
CCOc1cc(C2NC(=S)NC(C)=C2C(=O)Nc2ccc(OC)cc2)ccc1O (configuration not stated)	0	-8	-1	1	0	-3	2	2	4
NC(=O)c1nn(-c2ccccc2)nc1NC(=O)CSc1nnnn1-c1ccc(Cl)cc1	-6	1	0	-5	-13	-45	-5	0	3
Cc1ccc(C(=O)NCCNC(=O)COc2ccc(C)c(C)c2)cn1	1	6	1	4	3	-1	6	5	12
O=S(=O)(c1cccc2nonc12)N1CCN(c2ccc(F)cc2)CC1	2	3	6	-8	-1	-9	0	-3	-4
COc1ccc(Cn2c(-c3ccccc3)nc3c(c(=O)c4ccccc4n3C)c2=O)cc1	-1	7	9	-6	0	21	-15	-3	2
CC(C)(C)c1nc(SCC(=O)NC2CCCC2)c2ccccc2n1	9	-2	4	-4	6	17	7	3	-5
CCOC(=O)N1CCC(NC(=O)c2ccc(CO)c(C(=O)NC3CCN(C(=O)OCC)CC3)c2)CC1	-1	-4	5	3	3	5	8	-6	9
COc1cccc(Nc2ncnc3c2cnn3-c2cccc(C)c2)c1	-16	-3	-2	-4	-7	12	-4	-6	1
CCCN(CC(=O)Nc1ccccc1C)C(=O)C1CCCN(C(=O)c2ccc(Cl)cc2)C1 (configuration not stated)	0	3	4	nt	0	-1	3	3	4
COC(=O)c1[nH]c2ccc(C)cc2c1NC(=O)c1ccccc1[N+](=O)[O-]	2	2	-5	-5	8	25	9	-1	2
COCCn1c(SCC(=O)Nc2nc3ccccc3s2)nnc1-c1ccoc1C	-2	-3	3	3	2	19	6	0	7
CC(=O)c1c(C)nc(-c2ccccc2)nc1NC(=O)Cc1ccccc1	4	3	3	3	1	-5	-1	-4	0
CC1CC(C)CN(S(=O)(=O)c2ccc(Cl)cc2)C1 (configuration not stated)	-2	1	17	1	9	4	7	-3	7
Cc1ccc(C)c(Nc2ccc(C(=O)NCCc3ccccc3)cn2)c1	2	7	0	7	-1	-7	13	0	-3
COc1ccc(OC)c(-c2csc(CCn3nc(C)cc3C)n2)c1	0	2	-1	3	1	4	-5	0	6
Cc1ccccc1NC(=O)CCN1CCN(Cc2ccccc2)CC1	2	-1	2	5	1	11	5	-3	6
O=C(N/N=C/c1ccc2c(c1)OCO2)c1cc(-c2ccncc2)nc2ccccc12	-2	-1	2	6	-4	-9	0	-2	6
CCOc1ccc(C(C(=O)NC2CCCC2)N(C(=O)c2snc(C(N)=O)c2N)c2cccc(O)c2)cc1 (configuration not stated)	-9	-2	1	16	-6	8	-13	-8	6
CCCn1c(C2CCCN2c2nc(-c3ccc(C)cc3)cs2)nc2cc(Cl)c(N3CCCCC3)cc21 (configuration not stated)	2	3	3	9	-3	7	5	2	6
COc1ccc(C(=O)Nc2ccc(C)cc2C(=O)c2ccccc2)c(OC)c1	-2	-3	3	9	-10	6	-8	0	3
Cc1c(N2C(=O)c3cccc4cccc(c34)C2=O)c(=O)n(-c2ccccc2)n1C	1	0	1	8	2	12	6	-3	5
CCOC(=O)c1sc(NNC(=O)c2ccc(C)cc2)nc1C	-1	0	4	0	-2	5	-1	0	2
Cc1ccccc1NC(=O)C1Cc2ccccc2CN1C(=O)OCc1ccccc1 (configuration not stated)	-4	-6	4	-1	-4	-39	-10	1	0
COc1ccc(N(CC(=O)NCCc2ccc(OC)c(OC)c2)S(=O)(=O)c2ccc(OC)c(OC)c2)cc1	1	-2	-1	2	1	7	10	0	6
COc1ccc(CC(=O)N(c2ccccc2)c2nc(C)cs2)cc1	3	3	2	-1	-2	6	5	-2	5
Cc1[nH]c(=O)[nH]c1C(=O)CCCCC(=O)O	-2	0	-1	4	-7	-2	-6	1	14
CC(=O)N(CCc1ccccc1C)Cc1cc2ccc(C)cc2[nH]c1=O	-6	2	11	0	-5	-64	0	2	1
CSc1cccc(NC(=O)c2ccc(Cl)nc2)c1	-2	3	6	5	1	0	-2	0	6
CN(CC(=O)NCc1cccs1)CC(=O)Nc1ccc(F)c(F)c1F	-1	4	1	-5	-1	-3	-1	-1	2
COc1ccccc1OCc1ccc(C(=O)NC2CCCCC2)o1	-2	3	-1	2	-1	-3	-1	-3	6
CC(NS(=O)(=O)c1ccccc1)C(c1cccs1)N1CCN(C)CC1 (configuration not stated)	0	1	-1	2	1	-2	2	-5	13
CN1CCN(C(=O)C2CC(=O)N(c3ccc(F)c(Cl)c3)C2)CC1 (configuration not stated)	1	5	5	-1	0	9	7	2	7
O=C(Nc1cc(C(=O)Nc2ccccc2C(=O)O)cc(C(=O)Nc2ccccc2C(=O)O)c1)c1ccccc1	-7	-29	-4	-132	-16	7	-16	-4	5
CCCC1(c2ccccc2)NC(=O)N(CC(=O)NCc2ccc(OC)cc2)C1=O (configuration not stated)	0	6	1	-1	0	-11	0	-6	4
CCn1c(C(=O)NCc2cccnc2)cc2sc(Cl)cc21	2	9	1	1	1	-33	7	7	6
Cc1ccc(OCC(=O)N(Cc2cccc(Cl)c2)C2CCS(=O)(=O)C2)cc1C (configuration not stated)	2	6	4	-2	-1	-9	7	-1	4
CCOC(=O)C1CCN(C(=O)c2cccc(NC3=NC4CS(=O)(=O)CC4S3)c2)CC1 (configuration not stated)	-1	-3	0	0	-2	-9	-1	-1	6
Cc1ccc(-n2nc(C)c3c(C)c(CCC(=O)NCc4ccccc4)c(C)nc32)cc1	2	-2	4	5	-3	-3	7	-1	5
CN1CCN(C2=C(Cl)C(=O)C(c3cnc(N4CCCCC4)s3)=C(Cl)C2=O)CC1	0	41*	15	84*	12	50*	8	23*	18
O=C(CCn1c2c(c3ccccc31)CCCC2)NNC(=O)c1cccc([N+](=O)[O-])c1	-3	8	8	3	8	10	0	4	9
CCOc1ccccc1NC(=O)c1ccccc1-c1nc(-c2ccccc2)no1	-6	2	-1	-9	0	-1	-8	0	4
Cn1cnc([N+](=O)[O-])c1Oc1ccccc1	1	-4	-3	3	-8	4	-1	-2	4
CC(C)(C)c1ccc(OCCC(=O)NNC(=O)c2ccccc2)cc1	-3	8	8	-8	5	8	3	-7	2

Part of the list above, showing only PREPL inhibitor, PAD4 FP inh and PME-1 inh:
SMILES | PREPL inhibitor | PAD4 FP inh | PME-1 inh
COCCn1c(SCC(=O)Nc2nc3ccccc3s2)nnc1-c1ccoc1C | 19 | 0 | 2
CC1CC(C)CN(S(=O)(=O)c2ccc(Cl)cc2)C1 (configuration not stated) | 4 | -3 | 9

Additional structures:
SMILES	LYPLA1 inh	pPAFAH inh	PAFAH1B2 inh	GSTO1 counter	PME-1 inh	PREPL inhibitor	LYPLA2 inh	PAD4 FP inh	PAFAH1B3 inh
Cc1ccc(COn2c(-c3ccc(Cl)cc3Cl)nc3ncccc32)cc1	1	5	14	16	6	-18	-2	-3	8
Cc1cc(C)cc(N(CC(=O)NC2CCCC2)C(=O)CNC(=O)c2cccs2)c1	-1	-2	2	-3	8	-3	2	-3	3
CC(=O)Nc1nc(SCC(=O)NCc2ccc(F)cc2)[nH]c(=O)c1NC(=O)c1cccs1	-3	4	1	5	-4	-4	1	-3	0
COCC(C)OC(=O)C(C#N)c1nc2ccccc2nc1N1CCN(Cc2ccccc2)CC1 (configuration not stated)	-4	0	-2	4	5	4	4	4	7
Cn1c(=O)c2c(SCC(=O)N3CCOCC3)nc(-c3ccccc3F)nc2n(C)c1=O	1	-1	2	-4	7	-2	-1	2	4
Cc1cccc(OCC(=O)NC(=S)N2CCCc3ccccc32)c1	-1	10	-8	7	3	16	0	6	2
NC(=O)Cc1nc2scc(-c3ccccc3)c2c(=O)[nH]1	-3	8	nt	1	-8	3	2	-10	nt
CCOC(=O)[C@H]1[C@H]2COc3cc(OC)ccc3[C@@H]2N2C(=O)CN(C)C(=O)[C@@]12C	nt	-1	2	nt	nt	1	nt	2	14
COc1ccc(-n2nc(C(=O)NCC(=O)NC3CCCCC3)c3ccccc3c2=O)c(OC)c1	1	6	5	2	6	3	0	-7	3
Cc1c(CCOC(=O)c2cc([N+](=O)[O-])cc([N+](=O)[O-])c2)sc[n+]1CC(=O)c1ccccc1	4	7	6	8	6	56*	7	-3	6
Cc1cc(OCC(=O)NCCc2ccc(S(N)(=O)=O)cc2)c2c(C)c(C)c(=O)oc2c1	-3	4	1	4	1	8	1	2	6
COc1cc(CN2CCCC(C(=O)c3ccc4c5c(cccc35)CC4)C2)cc(OC)c1O (configuration not stated)	3	9	-1	33	1	-79	-1	1	3
COc1ccc(C)cc1NC(=O)c1ccc2c(=O)n3c(nc2c1)CCCCC3	-3	0	9	0	2	-7	-4	-1	6
Cc1ccc(NC(=O)Cc2ccc(-n3cccc3)cc2)c(C)c1	-3	2	2	8	-2	11	-2	-10	6
COC(=O)NCc1ccc(S(=O)(=O)N2CCOCC2)cc1	-1	-4	6	1	0	10	2	-6	6
CCN(CC)CCn1c(N)cc(=O)[nH]c1=O	0	5	-6	8	4	12	5	-1	-5
O=C(NCc1nc2ccccc2[nH]1)c1ccccc1F	2	0	nt	-4	3	0	2	0	nt
CSc1ccccc1NC(=O)CN(C)C(=O)Cn1c(=O)oc2ccccc21	-2	0	2	6	-3	-4	2	1	-5
COc1cc(C(=O)NC(c2ccccc2)c2ccccc2)cc(OC)c1OC	-4	1	5	1	-4	-2	0	3	4
O=C(O)/C=C/c1ccc(S(=O)(=O)N2CCN(CCN3C(=O)C4C5C=CC(C5)C4C3=O)CC2)cc1 (configuration not stated)	1	5	5	-5	-2	-12	1	-2	1
COc1ccc(C(=NNc2ccccc2C(=O)O)c2ccc(OC)cc2)cc1	-1	33*	6	10	1	0	-2	2	12
CCCCCCC(=O)NNC(=O)CC(=O)Nc1ccccc1C(=O)O	-2	-3	2	-5	-3	8	-6	0	-3
COc1ccc(C2C(C(=O)N3CCCCC3)CC(=O)N2c2ccc(OC)cc2)cc1 (configuration not stated)	-3	5	5	6	1	-1	-8	-1	-2
CCCCNC(=O)COC(=O)c1cc(C)nc2ccccc12	-2	5	0	13	-4	16	-1	2	9
COc1ccc(-c2nc(CSCC(=O)N3CCN(c4cccc(C)c4)C(C)C3)c(C)o2)cc1OC (configuration not stated)	-1	3	6	-6	1	15	2	-5	4
CCOc1ccc(CC(=O)Nc2c(C(N)=O)oc3ccccc23)cc1OCC	-1	-2	-1	4	-2	2	-6	-1	6

Screens as filed in PubChem.

An excerpt. The share of hits here may be higher or lower than overall.
